Source: PubChem
TRAIL sens C8 = caspase-8 TRAIL sensitization. 1% of 360,000 active. AID 624354. inhibition (viability loss, TRAIL sensitization), % at 10 µM. NB7+C8 cells + TRAIL, ATPlite viability luminescence;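 active = compounds causing at least 50% loss of cell viability in the single-dose screen, relative to plate controls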
CF NFkB block = blocks PAF-induced NF-kB reporter in cystic fibrosis cells; KKLEB NF-kB-GFP reporter, GFP fluorescence overnight; inhibition, % at 5 µM; 0.86% of 360,000 active;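 active = at least 50% inhibition at 5 µM, scaled per plate between neutral and stimulator controls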;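 also: PAF is a Pseudomonas aeruginosa culture filtrate used as stimulus; plate controls were PAF-stimulated DMSO wells for no effect and unstimulated DMSO wells for full effect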
TROY NFkB inh = blocks TROY-dependent signaling in reporter cells; 0.98% of 360,000 active; Q293 LMP1-TROYcd NF-kB luciferase reporter, 4 h; inhibition, % at 10 µM;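 active = compounds whose plate-normalised and pattern-corrected inhibition of the luciferase reporter signal at the single screening dose is 50% or more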
KKLEB tox = reduces viability of KKLEB cystic fibrosis airway cells; KKLEB CF airway cells viability, ATPlite luminescence, overnight; active compounds read low; cells stimulated with P. aeruginosa culture filtrate; activity change (cytotoxicity), % at 5 µM; 0.36% of 360,000 active;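 active = corrected activity change at or below -50% at 5 µM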
SRC3 inh = inhibitors of human steroid receptor coactivator 3 (SRC3); inhibition, % at 3.6 µM; 0.17% of 360,000 active; HEK293 GAL4-SRC3 luciferase reporter, luminescence; Q9Y6Q9;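 active = inhibition above a per-campaign cutoff, the mean of all compounds plus 3 SD, cut at about 60% in these data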;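 also: 0% = DMSO-treated cells and 100% = gossypol-treated cells at 36 µM; higher means less SRC3-driven luciferase light from the GAL4 reporter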
SRC2 inh = inhibits human steroid receptor coactivator 2; Q15596; HEK293 GAL4-SRC2 luciferase reporter, luminescence; inhibition, % at 9 µM; 0.17% of 370,000 active;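 active = inhibition above the mean inhibition of all tested compounds plus 3 SD, set per campaign, cut at about 52% in these data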;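 also: 0% = DMSO treated cells and 100% = cells given Gossypol at 36 µM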
SRC1 inh = human NCOA1 inhibition. AID 588354. Q15788. 0.12% of 360,000 active. HEK293 GAL4-SRC1 luciferase reporter, luminescence. inhibition, % at 3.6 µM;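 active = inhibition above the campaign mean plus 3 SD, with each screening campaign given its own cutoff, cut at about 60% in these data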;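 also: 0% = DMSO treated cells and 100% = gossypol at 36 µM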
EBV LMP1 NFkB = inhibitors of Epstein-Barr LMP1-induced NF-kappaB reporter. inhibition, % at 12.5 µM. 0.69% of 350,000 active. LMP1-induced NF-kappaB luciferase reporter cells, luminescence. AID 504558; in the data active = inhibition above about 41%;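 also: 0% = neutral control wells and 100% = reference inhibitor control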
NR5A2 inv ag = inverse agonists of human LRH-1 (NR5A2); inhibition, % at 3.6 µM; O00482; HEK293T StAR-luciferase reporter, LRH-1 transfected, 24 h; AID 602396; 0.13% of 360,000 active;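 active = inhibition above the mean inhibition of all tested compounds plus 3 SD, cut at about 73% in these data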;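 also: 0% = DMSO wells and 100% = reporter-only cells lacking LRH-1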
Target sequence (O00482 whole entry, looked up): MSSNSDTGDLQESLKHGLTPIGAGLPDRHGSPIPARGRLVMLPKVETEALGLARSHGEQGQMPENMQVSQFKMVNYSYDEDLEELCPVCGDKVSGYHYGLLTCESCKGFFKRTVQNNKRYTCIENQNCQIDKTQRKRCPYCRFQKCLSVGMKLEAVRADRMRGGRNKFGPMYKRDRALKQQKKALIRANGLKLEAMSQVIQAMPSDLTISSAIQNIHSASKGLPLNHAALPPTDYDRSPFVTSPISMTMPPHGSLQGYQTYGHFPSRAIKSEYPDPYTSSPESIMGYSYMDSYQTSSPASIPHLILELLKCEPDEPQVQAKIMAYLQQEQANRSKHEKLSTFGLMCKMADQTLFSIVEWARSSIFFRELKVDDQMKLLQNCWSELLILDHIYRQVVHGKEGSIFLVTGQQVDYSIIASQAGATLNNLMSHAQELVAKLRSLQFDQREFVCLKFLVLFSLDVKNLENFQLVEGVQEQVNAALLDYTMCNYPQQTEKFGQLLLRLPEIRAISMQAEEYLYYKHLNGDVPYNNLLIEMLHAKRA
NR2F2 inh = inhibitors of human COUP-TFII (NR2F2); P24468; HEK293T NGFI-A luciferase reporter, luminescence; inhibition, % at 8.6 µM; 0.7% of 370,000 active; AID 686940;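 active = inhibition above a per-plate cutoff, mean inhibition of test wells between control levels plus 3 SD, cut at about 38% in these data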;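 also: cells cotransfected with COUP-TFII expression vector driving the NGFI-A reporter; 0% = median of COUP-TF2 test wells and 100% = reporter-only cells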
Target sequence (P24468 whole entry, looked up): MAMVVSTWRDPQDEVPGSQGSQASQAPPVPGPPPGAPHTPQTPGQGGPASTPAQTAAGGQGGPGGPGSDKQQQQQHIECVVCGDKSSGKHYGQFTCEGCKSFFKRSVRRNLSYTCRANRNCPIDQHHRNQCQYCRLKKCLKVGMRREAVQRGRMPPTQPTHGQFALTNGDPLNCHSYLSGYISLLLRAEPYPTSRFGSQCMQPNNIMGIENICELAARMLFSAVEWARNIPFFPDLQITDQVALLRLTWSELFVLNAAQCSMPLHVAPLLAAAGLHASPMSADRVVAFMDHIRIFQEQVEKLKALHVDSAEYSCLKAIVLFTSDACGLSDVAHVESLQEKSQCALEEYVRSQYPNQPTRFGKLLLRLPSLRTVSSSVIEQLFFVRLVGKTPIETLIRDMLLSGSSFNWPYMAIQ
TWEAK Fn14 block = inhibitors of TWEAK-Fn14 interaction signaling; AID 1159606; TWEAK-stimulated Fn14 reporter cells, luciferase luminescence, 8 h; 2% of 360,000 active; inhibition, % at 10 µM; in the data active = inhibition above about 50%
Numbers without * were called inactive; / = no result given.

Second line of a record: TRAIL sens C8, CF NFkB block, TROY NFkB inh, KKLEB tox, SRC3 inh, SRC2 inh, SRC1 inh, EBV LMP1 NFkB, NR5A2 inv ag, NR2F2 inh, TWEAK Fn14 block
- CCOC(CNC(=O)c1cccc([N+](=O)[O-])c1)OCC
    -7, -6, 6, -6, 15, 5, 7, -2, 16, -6, 3
- NC(c1csc(Nc2cc(Oc3ccccc3)ncn2)n1)C1CCCCC1 (stereo not drawn)
    27, 21, 27, 7, 1, -31, 6, /, 1, -3, -13
- O=C(CNS(=O)(=O)c1ccc(Br)cc1)N1CCN(Cc2ccccc2)CC1
    3, -8, 5, 1, 6, 11, 8, -1, 13, 0, 2
- O=C(CSc1ccc(Br)cc1)NC1CCS(=O)(=O)C1 (stereo not drawn)
    -16, 6, 9, -1, 9, -7, 14, 0, -2, -2, 3
- O=S(=O)(c1ccc(F)c(Cl)c1)N1CCN(C/C=C/c2ccccc2)CC1
    8, 14, -1, -8, 16, 26, 7, 0, 10, 3, 11
- S=c1[nH]nc(-c2cccs2)n1/N=C/c1c(Cl)cccc1Cl
    3, 9, 23, -4, -13, 24, -15, -4, 8, 4, -4
- Cc1sc2ncnc(N3CCC(C(=O)Nc4cc(Cl)ccc4Cl)CC3)c2c1C
    2, -5, 40, -9, 1, -8, 4, 9, -10, 8, 10
- COc1ccc(NC(=O)Nc2ccc3c(c2)N(C)C(=O)CS3)cc1OC
    -15, 9, 13, 11, 3, -32, 6, -11, -7, 5, 20
- Oc1cccc(NC(=S)Nc2cccnc2)c1
    -10, 27, 7, -5, 2, 13, 10, -5, 11, -18, 3
- COc1ccc(-c2c(-c3ccsc3)oc(=O)c3cc(OC)c(OC)cc23)cn1
    -6, -19, -5, 10, 2, -8, -9, 0, -10, -13, -40
- CC(=O)N1Cc2cc([N+](=O)[O-])ccc2Oc2ccccc21
    -3, 0, -1, -8, 13, 5, -3, -6, 13, 1, 26
- O=C(Cc1cccc2ccccc12)Nc1ccc2oc(-c3ccccc3)nc2c1
    26, -13, -31, 6, 4, -19, -33, 9, -26, 6, -24
- O=C(CSc1nnc(-c2ccncc2)o1)Nc1nncs1
    -16, 24, -15, -1, -2, -22, 1, -6, -2, -5, 30
- CCCC(=O)NC(c1cccs1)c1cc(Cl)c2cccnc2c1O (stereo not drawn)
    34, -14, -2, 5, 23, -17, 10, 31, -7, 1, 0
- N#Cc1ccccc1Cn1c(=O)n(C2CCCC2)c(=O)c2ccccc21
    19, 32, 18, -10, 7, -34, 3, 1, -9, 17, 18
- Cc1ccc(C)c(C(=O)NCc2ccncc2)c1
    -1, 3, 13, 14, 8, 12, -6, -8, -1, -16, -2
- Cc1cc(NC(=O)c2noc3c2CCCC3)n(-c2ccccc2)n1
    -3, -1, -21, -4, 0, 17, -13, -1, -12, -23, 3
- COc1ccccc1N(C)S(=O)(=O)c1ccc(C(=O)N(C)Cc2ccc(Cl)s2)cc1
    -5, 20, 24, -17, -1, -14, -2, 29, 28, -7, -12
- Cn1ncc(C#N)c1NC(=O)C1CC(c2c(F)cccc2Cl)=NO1 (stereo not drawn)
    -19, 8, -1, 1, 2, -14, 9, -4, -4, -14, -9
- Cc1ccc(OCC(=O)NNC(=O)C2CCN(c3ncccn3)CC2)cc1
    -3, -3, 2, 3, 14, 1, 9, -7, 10, 18, -11

Sorted by heavy-atom count (smallest number first): some entries from above
Second line of a record: TRAIL sens C8, CF NFkB block, TROY NFkB inh, KKLEB tox, SRC3 inh, SRC2 inh, SRC1 inh, EBV LMP1 NFkB, NR5A2 inv ag, NR2F2 inh, TWEAK Fn14 block
- CC(=O)N1Cc2cc([N+](=O)[O-])ccc2Oc2ccccc21
    -3, 0, -1, -8, 13, 5, -3, -6, 13, 1, 26
- O=C(Cc1cccc2ccccc12)Nc1ccc2oc(-c3ccccc3)nc2c1
    26, -13, -31, 6, 4, -19, -33, 9, -26, 6, -24
- COc1ccccc1N(C)S(=O)(=O)c1ccc(C(=O)N(C)Cc2ccc(Cl)s2)cc1
    -5, 20, 24, -17, -1, -14, -2, 29, 28, -7, -12

Next part.
Second line of a record: TRAIL sens C8, CF NFkB block, TROY NFkB inh, KKLEB tox, SRC3 inh, SRC2 inh, SRC1 inh, EBV LMP1 NFkB, NR5A2 inv ag, NR2F2 inh, TWEAK Fn14 block
- O=C1OC(c2ccccc2)=N/C1=C\C=C\c1ccccc1[N+](=O)[O-]
    -4, 3, -3, -2, -18, -9, 5, 4, -2, 10, 9
- CC(C)CNC(=O)C1(C)CCCN1C(=O)c1csnn1 (stereo not drawn)
    3, 19, 18, 2, -16, 4, 9, /, 20, -9, -2
- Cc1ccc2nc(CN(C)C(=O)[C@H]3O[C@@H](n4ccc(=O)[nH]c4=O)[C@H](O)[C@@H]3O)[nH]c2c1
    -4, -2, 16, -25, -2, 15, 18, /, 6, -10, -4
- CC(C)CNC(=O)c1cccc(NC(=O)c2ccc3c(c2)C(=O)N(C)C3=O)c1
    -14, 12, 20, 2, 2, -21, -25, 6, -5, 9, 1
- O=c1[nH]c2cc3c(cc2cc1CN(CCO)S(=O)(=O)c1ccccc1)OCCO3
    4, 4, -10, 5, -6, /, -10, -11, 5, /, 18
- O=C(COc1ccccc1[N+](=O)[O-])Nc1ccccc1N1CCCCC1
    -9, -7, -10, 5, -7, /, 10, -5, 27, /, -10
- CS(=O)(=O)N(CC(=O)N1CCN(c2ccccc2)CC1)Cc1ccc(Cl)cc1
    1, -14, 0, 16, 21, 23, 18, -2, 17, 17, -20
- CN(c1ccccc1)S(=O)(=O)c1cccc(C(=O)NCCCN2CCCC2=O)c1
    13, 20, -5, -1, 8, -5, -4, 1, 1, -2, -3
- COc1ccc(NC(=O)C2c3ccccc3OCC(=O)N2Cc2ccco2)cc1 (stereo not drawn)
    -13, /, -3, /, /, -15, /, /, 12, 17, 9
- O=C(COc1cccnc1[N+](=O)[O-])NCCc1ccc(F)cc1
    4, -16, 10, 12, 10, 12, -18, -2, 12, 11, 10
- CCN(CC)S(=O)(=O)c1cccc(C(=O)OC2CCOC2=O)c1 (stereo not drawn)
    -12, 14, -12, -12, 7, 8, -18, 3, 14, -8, 2
- COc1ccc(NC2CCCN(C(=O)C3=NN(C)C(=O)CC3)C2)cc1OC (stereo not drawn)
    -7, -23, 7, 9, 7, 13, 3, 4, 7, 2, 9
- O=C(NNS(=O)(=O)c1ccc(F)cc1)c1ccc([N+](=O)[O-])cc1Cl
    9, 6, 17, -5, 3, 3, 12, 0, 15, 6, 19
- COc1ccccc1NC(=O)Cc1nnc(SCC(=O)c2ccc(F)cc2)n1C
    11, -2, 7, -4, -6, 13, -3, 4, 5, 4, -14
- CCOc1ccc(-c2noc(CCCC(N)=O)n2)cc1OC
    4, 12, 7, -4, -19, -8, -10, -2, 2, 1, 2
- CC(C)(Cc1cc(CC(C)(C)C(=O)O)cc(C(C)(C)C)c1)C(=O)O
    6, -12, 6, -5, -12, -32, -10, 13, 3, 4, 3
- COc1cccc(OCCNC(=O)c2cc([N+](=O)[O-])cc([N+](=O)[O-])c2)c1
    -7, 1, -12, 5, 12, -12, -11, -16, -22, -5, 3
- COc1ccccc1NC(=S)N(Cc1ccccc1)Cc1cccs1
    4, -4, 9, 11, 10, 13, 6, -4, 12, 6, 46
- CCCCCCCCCCOC(=O)Cn1c(COc2ccc(Cl)cc2)[n+](C)c2ccccc21
    33, 12, 43, 1, 3, 16, 6, 7, 12, 4, 19
- CCCN(CCC)S(=O)(=O)c1ccc(C(=O)N2CCOCC2)cc1
    -4, -17, -45, 9, 1, -8, -1, -5, -14, -1, -11
- O=C(Nc1ncn[nH]1)C(F)(F)C(F)F
    4, 2, -2, -5, 9, 9, -4, -26, -8, -2, -20
- Oc1ccc(Br)cc1/C=N/Nc1ccccn1
    22, 107*, -12, -95*, 1, -14, -12, -148, 5, 5, 36
- CC(C)(C)N=Cc1c(O)ccc2oc3c(c12)CCCC3
    -10, 17, -16, 14, 3, -4, -23, -23, 5, 1, -2
- CC[C@@]1(c2cccc(C)c2)C(=O)N(C(=O)OC)N1C(=O)OC
    7, 54*, -6, -25, 15, -11, 3, 5, 24, -5, 20
- COc1cc(S(=O)(=O)N2CCOCC2)cc(C(=O)NCC(c2cccs2)N2CCOCC2)c1OC (stereo not drawn)
    4, -6, -1, 23, -2, 0, 6, -2, 14, 1, -27
- Cc1ccc(NC(=O)CSCC(=O)O)cc1
    -6, -11, -14, 10, 25, -20, 5, -2, 6, 1, 8
- Cc1occc1C(=O)NCc1cccc(CNC(=O)c2ccoc2C)c1
    -4, 5, 1, -9, -11, /, -29, 14, -3, /, 7
- C/C=C/C(=O)Nc1cccc(C2=NOC3(C2)C[C@@H](C(N)=O)N(C(=O)/C(C)=C/C)C3)c1 (stereo partly drawn)
    -2, -8, 3, -1, -1, -5, -14, -14, 4, 6, -4
- COc1ccc(C2NC(=O)c3sc(=S)n(-c4ccccc4)c3N2)cc1 (stereo not drawn)
    -21, -4, 27, -17, 4, 11, -18, -2, -3, -1, 3
- CC(=O)N(C)c1cccc(-c2ccc3nnc(C)n3n2)c1
    -7, -6, -12, 1, 7, 2, 2, 10, 0, -5, -4
- C=CCCCCCCCC(=O)OC
    -4, 12, -5, 4, 17, 5, 12, -5, -8, -11, -21
- CCOC(=O)c1oc2ccccc2c1COC(=O)CNC(=O)c1ccc(C)cc1
    12, -10, -16, 5, -7, -16, -23, 7, 21, 10, -10
- CCC(C(=O)NCc1ccc(F)cc1)N(CCc1ccccc1)C(=O)c1snc(C(N)=O)c1N (stereo not drawn)
    13, 17, -6, -6, -2, 16, 19, -7, 11, -6, 3
- CN1CCN(CCCNC(=O)c2ccc(/C=C3\Oc4ccccc4N(Cc4ccccc4F)C3=O)cc2)CC1
    26, 19, -5, -19, 0, -32, 6, -6, -7, -19, -67
- Cc1ccccc1NC(=O)COc1coc(CN2CCCc3ccccc32)cc1=O
    8, 15, -80, -8, 10, -19, -12, -2, -18, -13, -10
- CN(CC(=O)Nc1ccccc1C(=O)N1CCCC1)S(=O)(=O)c1ccc(Br)cc1
    10, -3, 7, -7, -7, 3, 3, -1, 23, 10, 2
- COc1cccc(CN2CCN(Cc3cc(OC)c(OC)cc3OC)CC2)c1
    5, 1, 16, -7, 10, -25, -27, 6, 0, -2, -14
- Cc1nn(CCOc2ccccc2)c(=O)n1-c1cccc(F)c1
    2, 4, -16, 11, -26, -10, -7, -2, -52, 2, 3
